Compound activity: PubChem, Sanford-Burnham Center for Chemical Genomics
ATG4B inhibitor: blocks human ATG4B protease cleavage of LC3 substrate; Q9Y4P1; ATG4B cleavage of LC3-PLA2, NBD-HPC fluorescence, 1 h; inhibition, % at 8.33 µM; actives 0.51% (n = 340,000); AID 504462; in the data active means inhibition above about 40%
Target sequence (Q9Y4P1 whole entry, looked up): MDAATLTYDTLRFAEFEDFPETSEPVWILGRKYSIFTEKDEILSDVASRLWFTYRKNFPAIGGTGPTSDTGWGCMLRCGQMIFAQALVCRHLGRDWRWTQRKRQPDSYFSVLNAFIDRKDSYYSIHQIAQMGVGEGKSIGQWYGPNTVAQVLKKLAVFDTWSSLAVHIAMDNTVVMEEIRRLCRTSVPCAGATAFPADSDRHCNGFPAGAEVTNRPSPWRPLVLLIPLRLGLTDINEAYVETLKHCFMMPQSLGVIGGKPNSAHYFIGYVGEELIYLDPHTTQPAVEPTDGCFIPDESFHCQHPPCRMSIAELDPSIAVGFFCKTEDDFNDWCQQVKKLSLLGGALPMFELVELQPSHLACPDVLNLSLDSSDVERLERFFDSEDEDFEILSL
mIAP act: mouse IAP activation; muIAP, CDP-Star luminescence, 30 min; stronger effect = higher value; 1 = vehicle-only enzyme signal, 0 = enzyme-free wells; activation factor at 10 µM; actives 0.24% (n = 330,000); AID 2805;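 active means activation factor of at least 2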; further: the source names both 10 and 20 µM as test concentration; values of inactives mirror those of a sister screen read the other way
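System: mouse IAP enzyme. Reagent: CDP-Star chemiluminescent phosphatase substrate. Benchmarks: DMSO wells, no-enzyme wells. Times: 30 min enzyme-substrate-compound incubation at room temperature. Detection: luminescence from enzymatic CDP-Star hydrolysis. Doses: test compounds delivered from DMSO solution.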
beta cell repl: MIN6 beta-cell proliferation induction; proliferation, % at 10 µM; actives 0.29% (n = 330,000); MIN6 cells proliferation, ATPlite luminescence, 48 h; cells starved in 0.2% serum; 100% = growth in 10% serum;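 active means compounds whose signal lies at least 3.5 SD above the mean of all wells on their plate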;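 further: 0% = DMSO-treated cells in low-serum medium and 100% = 10% serum control; some compounds called inactive have numbers as strong as hits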
hIAP inh: blocks human intestinal alkaline phosphatase | actives 0.12% (n = 330,000) | inhibition, % at 10 µM | AID 2544 | purified IAP, CDP-Star luminescence, 30 min;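 active means inhibition reaching a set limit with compound at 10 µM in the primary screen, cut at about 35% in these data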;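 further: plate controls were DMSO wells with enzyme for no effect and no-enzyme buffer wells for full effect; values of inactives mirror those of a sister screen read the other way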
mIAP block: mouse IAP inhibition; purified mouse IAP, CDP-Star luminescence, 30 min; AID 2806; actives 0.2% (n = 330,000); inhibition, % at 10 µM;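 active means inhibition of at least 40% at 10 µM in the primary screen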;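 further: plate controls were DMSO with enzyme for no effect and no enzyme wells for full effect; values of inactives mirror those of a sister screen read the other way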
MPTP inh: permeability transition pore inhibition; isolated mouse mitochondria, Ca2+ swelling absorbance, 30 min; inhibition, % at 10 µM; actives 1.4% (n = 360,000); AID 602449;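 active means inhibition of 50% or more, scaled per plate between neutral and stimulator controls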;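 further: 0% = DMSO wells given calcium and 100% = 1 mM EGTA wells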
APOBEC3G inh: APOBEC3G (human) deaminase inhibition; recombinant A3G, ssDNA deamination FAM/TAMRA fluorescence; AID 493012; inhibition, % at 20 µM; Q9HC16; actives 0.28% (n = 330,000);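 active means inhibition of at least 40% at 20 µM, with no more than 30% in the related APOBEC3A deaminase screen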;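 further: plate controls were DMSO wells with A3G for no effect and wells lacking A3G enzyme for full effect; some compounds called inactive have numbers as strong as hits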
Target sequence (Q9HC16 whole entry, looked up): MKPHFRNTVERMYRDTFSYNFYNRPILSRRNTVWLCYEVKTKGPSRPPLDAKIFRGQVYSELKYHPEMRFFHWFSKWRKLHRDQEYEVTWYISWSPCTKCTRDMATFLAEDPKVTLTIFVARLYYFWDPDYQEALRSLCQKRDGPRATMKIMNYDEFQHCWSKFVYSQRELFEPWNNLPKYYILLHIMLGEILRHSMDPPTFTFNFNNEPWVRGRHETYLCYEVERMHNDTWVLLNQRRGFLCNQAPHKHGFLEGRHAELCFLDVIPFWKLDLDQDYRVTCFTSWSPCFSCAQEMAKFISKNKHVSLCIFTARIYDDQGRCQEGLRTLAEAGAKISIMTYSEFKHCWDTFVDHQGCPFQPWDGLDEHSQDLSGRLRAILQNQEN
A3A deaminase: human APOBEC3A DNA deaminase inhibition. P31941. recombinant A3A, FAM/TAMRA ssDNA deamination fluorescence. inhibition, % at 20 µM. actives 0.41% (n = 330,000). AID 493011;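 active means at least 40% inhibition at 20 µM here, with at most 30% in a related deaminase screen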;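 further: plate controls were A3A with DMSO for no effect and wells lacking A3A enzyme for full effect; some results filed as inactive read as strong as hits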
Target sequence (P31941 whole entry, looked up): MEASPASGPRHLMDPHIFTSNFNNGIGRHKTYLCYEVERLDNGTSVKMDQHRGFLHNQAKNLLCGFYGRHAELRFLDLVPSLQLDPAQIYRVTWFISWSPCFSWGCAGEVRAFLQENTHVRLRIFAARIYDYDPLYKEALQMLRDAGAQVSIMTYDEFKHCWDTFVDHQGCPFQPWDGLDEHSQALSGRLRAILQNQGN
hIAP act: increases human intestinal alkaline phosphatase activity; AID 2524; activation factor at 10 µM; actives 0.16% (n = 330,000); P09923; purified human IAP, CDP-Star luminescence, 30 min; stronger effect = higher value; 1 = vehicle-only enzyme, 0 = enzyme-free background;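 active means activation factor of the enzyme at least 2-fold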; further: the source names both 10 and 20 µM as test concentration; values of inactives mirror those of a sister screen read the other way
Active calls of the source: *; x = no result given. Hits appear at their usual frequency; about 3.3% have a hit in one of these screens.

[1] CCC(C)c1ccccc1NC(=S)Nc1cccnc1 (centres undefined)
[2] CSCCC(NC(=O)c1ccc([N+](=O)[O-])cc1Cl)C(=O)OCC(=O)NC1CCCC(C)C1C (centres undefined)
[3] O=C(NCc1ccco1)c1ccccc1-c1nc(-c2ccccc2)no1
[4] CCOC(=O)COn1c(=O)c(=O)n(OC)c2ccccc21
[5] CCCn1nc(C(=O)N2CCN(c3ccccn3)CC2)c2ccccc2c1=O
[6] CCOc1ccc(OCC)c(NC(=O)CSc2nnc(Cn3cnc4ccccc43)n2C)c1
assay / entry	1	2	3	4	5	6
ATG4B inhibitor	-6	-15	3	-5	7	-9
mIAP act	0.97	0.94	1.1	0.98	0.98	0.93
beta cell repl	-6	-5	2	0	-6	2
hIAP inh	18	6	-13	-18	-8	3
mIAP block	3	6	-10	2	2	7
MPTP inh	0.0	7.5	0.3	0.3	-2.9	1.1
APOBEC3G inh	-3	-6	0	-2	3	3
A3A deaminase	-1	-2	0	3	0	2
hIAP act	0.82	0.94	1.1	1.2	1.1	0.97

[7] O=C(NCc1ccc2c(c1)OCO2)C1CC(=O)N(c2ccc(Cl)cc2)C1 (centres undefined)
[8] Cc1cc(-c2nn(-c3ccccc3F)cc2CN2CCCC(O)C2)c(C)s1 (centres undefined)
[9] O=C(C1CCC(Cn2c(=S)[nH]c3ccccc3c2=O)CC1)N1CCOCC1 (centres undefined)
[10] COc1cc(C(C#N)N2CCC(c3ccccc3)=N2)ccc1O (centres undefined)
[11] O=C(CCN1C(=O)c2ccccc2C1=O)N1CCOCC1
[12] Cc1cccc(NC(=O)c2cc(S(=O)(=O)N3CCc4ccccc43)cn2C)c1C
assay / entry	7	8	9	10	11	12
ATG4B inhibitor	-10	1	-9	-4	-4	-1
mIAP act	1	1.1	1	1	1.1	1.2
beta cell repl	-2	-4	-4	1	0	4
hIAP inh	4	-12	-2	-7	-13	2
mIAP block	-2	-6	-3	0	-11	-23
MPTP inh	-0.7	-1.7	0.4	1.8	-0.7	-0.1
APOBEC3G inh	-7	-5	0	-7	-4	-3
A3A deaminase	-3	-1	1	9	0	-3
hIAP act	0.96	1.1	1	1.1	1.1	0.98

[13] Cc1cc(C(=O)N2CCN(C(c3ccccc3)c3ccccc3)CC2)on1
[14] COc1ccc2c(c1)[C@@H]1[C@H](CO2)[C@H](c2ccccc2)[C@]2(C)C(=O)Nc3ccc(C)cc3C(=O)N12
[15] Cn1c(SCC(=O)NNC(=O)c2ccc(Cl)cc2)nnc1-c1cccnc1
[16] CN1CC2([N+](=O)[O-])CC=C(OCCO)C([N+](=O)[O-])(C1)C2 (centres undefined)
[17] Cc1ccc(C)c(Nc2cc(C(=O)NCc3cccnc3)c3ccccc3n2)c1
[18] CC(C)CN(C(=O)COC(=O)/C=C/c1ccc(Cl)c(Cl)c1)c1c(N)n(Cc2ccccc2)c(=O)[nH]c1=O
assay / entry	13	14	15	16	17	18
ATG4B inhibitor	-4	46*	-2	4	-6	-3
mIAP act	1	1	1	1	0.99	0.95
beta cell repl	-3	-8	0	2	-2	-7
hIAP inh	8	5	-30	10	-11	4
mIAP block	0	-4	-5	-1	1	5
MPTP inh	0.2	-2.2	0.3	-0.6	1.8	-1.4
APOBEC3G inh	-5	-10	-2	-2	-2	-9
A3A deaminase	0	0	0	-2	5	-3
hIAP act	0.92	0.95	1.3	0.9	1.1	0.96

[19] COC(=O)c1cc(S(=O)(=O)N(C)Cc2ccco2)c[nH]1
[20] c1ccc(-c2nnc(CN3CCN(c4ccccc4)CC3)o2)cc1
[21] O=S(=O)(c1cc(F)ccc1F)N1CCN(c2ccccn2)CC1
[22] CCOC(=O)c1sc(NC(C)=O)c(C(=O)OCC)c1C
[23] Cc1cc(Cl)c(OCCOCCN2CCC(C)CC2)c(Br)c1
[24] CCOC(=O)c1cnn2c(C)cc(-c3ccccc3)nc12
assay / entry	19	20	21	22	23	24
ATG4B inhibitor	-3	-7	-3	-4	5	-3
mIAP act	0.92	1.1	1.1	0.91	1.1	0.96
beta cell repl	0	-1	-1	-1	-4	-3
hIAP inh	28	6	-14	2	-5	17
mIAP block	8	-5	-6	9	-10	4
MPTP inh	1.5	0.7	1.8	-1.8	12	0.0
APOBEC3G inh	-4	-4	-8	-3	-4	-4
A3A deaminase	-2	-4	-6	-1	6	-2
hIAP act	0.72	0.94	1.1	0.98	1.1	0.83

Individual results from the entries so far:
ATG4B inhibitor with CCC(C)c1ccccc1NC(=S)Nc1cccnc1 (centres undefined) : -6
APOBEC3G inh with Cc1ccc(C)c(Nc2cc(C(=O)NCc3cccnc3)c3ccccc3n2)c1 : -2
MPTP inh with O=S(=O)(c1cc(F)ccc1F)N1CCN(c2ccccn2)CC1 : 1.8

Carrying on:
[25] COc1ccc(-c2noc(CCCC(=O)NC3CCCCC3)n2)cc1OC
[26] COC(=O)Cn1ncc2c3ccccc3n(C)c2c1=O
[27] Cc1nc(Cl)c2c(n1)N(CC(N)=O)C(=O)CO2
[28] O=C1OCCC1Sc1nc2ccccc2c(=O)n1Cc1ccc(F)cc1 (centres undefined)
[29] Cc1cc(C)nc(-n2nc(C)cc2NC(=O)c2cccc(S(=O)(=O)N(C)C)c2)n1
[30] Nc1nc(SCC(=O)Nc2ccc(Cl)cc2C(F)(F)F)n[nH]1
assay / entry	25	26	27	28	29	30
ATG4B inhibitor	-6	5	3	7	3	-6
mIAP act	0.95	1	1	0.95	1.1	0.94
beta cell repl	-4	-4	1	0	-1	-1
hIAP inh	-8	-23	4	5	5	-49
mIAP block	5	-4	-2	5	-8	6
MPTP inh	0.6	0.5	-1.9	-10	x	0.2
APOBEC3G inh	-3	-2	-7	-8	-5	1
A3A deaminase	7	-2	-3	10	-4	5
hIAP act	1.1	1.2	0.96	0.95	0.95	1.5

[31] CC(=O)c1ccc(NC(=S)N2CCN(CCN3C(=O)c4cccc5cccc(c45)C3=O)CC2)cc1
[32] COc1ccc(C(=O)CCC(=O)NCCc2c[nH]c3ccccc23)cc1
[33] O=C1C=C(c2ccc(C(=O)O)cc2)C[C@@H](c2ccc(Cl)cc2)C1
[34] C=CCNC(=S)NNC(=O)COc1cccc(Cl)c1
[35] COc1ccccc1NC(=O)/C(C#N)=C/c1cccnc1
[36] CN(CCOc1ccc(Cl)cc1)C(=O)c1cc([N+](=O)[O-])ccc1N1CCOCC1
assay / entry	31	32	33	34	35	36
ATG4B inhibitor	3	-7	-7	1	8	1
mIAP act	0.93	1	1	1	0.97	0.9
beta cell repl	-1	-4	1	-1	-2	0
hIAP inh	-4	-2	-4	-50	2	0
mIAP block	7	0	-4	-1	3	10
MPTP inh	1.9	0.3	1.4	0.1	-1.7	-0.2
APOBEC3G inh	2	-7	-9	0	-4	-3
A3A deaminase	5	-1	-2	6	-3	4
hIAP act	1	1	1	1.5	0.97	0.99

[37] CN(CC1CCCO1)S(=O)(=O)c1ccc(C(=O)N2CCN(c3ccccc3)CC2)cc1 (centres undefined)
[38] c1ccc(-c2ncnc3cc4n(c23)CCC4)cc1
[39] Cc1ccccc1OCC(=O)OCC(=O)NCCc1ccccc1
[40] CC1CC(C)(C)CC2(C1)NC(=O)N(CC(=O)NCCc1c[nH]c3ccccc13)C2=O (centres undefined)
[41] Cc1ccccc1CN1C(=O)/C(=C\c2ccc(C(=O)NCCN3CCOCC3)cc2)Sc2ccccc21
[42] COc1ccc(N(CC(=O)Nc2cccc(C)c2)S(=O)(=O)c2ccc(C)cc2)cc1OC
assay / entry	37	38	39	40	41	42
ATG4B inhibitor	-7	-8	-2	-11	-16	-4
mIAP act	0.92	0.98	0.88	1.1	0.86	1.6
beta cell repl	0	-2	-3	0	-7	-2
hIAP inh	-4	3	-4	-7	-20	-22
mIAP block	8	2	12	-11	14	-57
MPTP inh	1.3	1.2	-0.8	0.6	-2.3	-0.3
APOBEC3G inh	0	-2	-6	-7	-1	-4
A3A deaminase	4	2	0	-9	-4	-7
hIAP act	1	0.97	1	1.1	1.2	1.2

[43] COc1ccc(NS(=O)(=O)c2cc(NC(=O)Cc3c(F)cccc3Cl)ccc2OC)cc1
[44] O=S1(=O)CCOC[C@H](CC2CCCCC2)N1Cc1cccc(F)c1
[45] Cc1ccc2oc(C(=O)NC3CCS(=O)(=O)C3)c(C)c2c1 (centres undefined)
[46] Cc1ccc2nccc(C(=O)N3CCCC(N4CCN(c5ccc(F)cc5)CC4)C3)c2c1 (centres undefined)
[47] CCCCN(C)C(=O)c1nc2ccccn2c1CN1CCC[C@H]1C(=O)OC
[48] O=C(C1=C(O)C(=O)N(CC2CCCO2)C1c1cccc(O)c1)c1ccco1 (centres undefined)
assay / entry	43	44	45	46	47	48
ATG4B inhibitor	-9	10	-9	-3	12	2
mIAP act	1.2	1.1	1.1	1.1	1	0.93
beta cell repl	-2	-5	2	-4	-2	1
hIAP inh	5	9	-8	-9	0	-8
mIAP block	-15	-8	-7	-6	-5	7
MPTP inh	-0.5	1.1	1.2	-0.2	-0.5	0.0
APOBEC3G inh	-6	8	-8	-9	-2	-10
A3A deaminase	-3	3	4	-2	1	-6
hIAP act	0.95	0.91	1.1	1.1	1	1.1

[49] CC(C)OP(=O)(OC(C)C)C(Nc1ccccc1)c1cccnc1 (centres undefined)
[50] CCCOc1ccc(-c2c(C(=O)N/N=C/c3cccnc3)nnn2-c2nonc2N)cc1
[51] Cc1ccccc1-n1c(SC2CCOC2=O)nnc1-c1ccncc1 (centres undefined)
[52] Cc1cc(C)c(S(=O)(=O)Nc2ccc(C(=O)O)cc2)cc1S(=O)(=O)Nc1ccc(C(=O)O)cc1
[53] C=CCNC(=S)/N=c1/ccccn1CC
[54] CN(CC(=O)Nc1ccc(Cl)c(C(F)(F)F)c1)C(=O)Cc1c[nH]c2ccccc12
[55] CCOc1ccc(Br)cc1S(=O)(=O)Nc1ccc(NC(=O)c2ccccc2F)cc1
[56] COc1ccc(C(C(=O)NC2CCCCC2)N(C(=O)c2snc(C(N)=O)c2N)c2ccccc2OC)cc1 (centres undefined)
assay / entry	49	50	51	52	53	54	55	56
ATG4B inhibitor	3	6	3	7	-13	-5	0	15
mIAP act	0.93	0.96	1	0.9	0.95	1.1	0.9	1.1
beta cell repl	-2	1	1	1	2	-5	-2	0
hIAP inh	16	-6	2	6	12	-25	1	5
mIAP block	7	4	-3	10	5	-12	10	-5
MPTP inh	0.1	-1.7	-1.2	-2.3	1.9	0.6	-0.6	-1.1
APOBEC3G inh	2	-6	-3	-3	0	-7	-2	-3
A3A deaminase	4	-4	0	1	-2	-2	2	1
hIAP act	0.84	1.1	0.98	0.94	0.88	1.2	0.99	0.95

Full records from above.
Entry for COc1ccc(C(C(=O)NC2CCCCC2)N(C(=O)c2snc(C(N)=O)c2N)c2ccccc2OC)cc1 (centres undefined) : ATG4B inhibitor = 15; mIAP act = 1.1; beta cell repl = 0; hIAP inh = 5; mIAP block = -5; MPTP inh = -1.1; APOBEC3G inh = -3; A3A deaminase = 1; hIAP act = 0.95
Entry for CCOc1ccc(Br)cc1S(=O)(=O)Nc1ccc(NC(=O)c2ccccc2F)cc1 : ATG4B inhibitor = 0; mIAP act = 0.9; beta cell repl = -2; hIAP inh = 1; mIAP block = 10; MPTP inh = -0.6; APOBEC3G inh = -2; A3A deaminase = 2; hIAP act = 0.99
